# TRPML3 agonist – agonists of human TRPML3 channel; Q8TDD5; hit rate 0.29% among 220,000; HEK293 TRPML3-YFP, Fluo-8 calcium fluorescence; 100% = the carbachol control signal; activation, % at 3 µM; AID 1448;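 active means activation above its plate's cutoff, the mean activation of the plate's test wells plus 3 SD, cut at about 12% in these data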;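 further: 0% = DMSO only wells and 100% = carbachol wells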
#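 Test system: HEK293 cells stably carrying human TRPML3-YFP; Doses: single dose, 3 µM final nominal compound, 0.3% DMSO final; Schedule: dye loading 1 h 37 °C then 30 min ambient, 125 s read; Technique: Fluo-8 calcium fluorescence; Benchmarks: high control carbachol 87 µM, low control DMSO.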
# EP2 modulator – modulates human prostaglandin E2 receptor EP2 signaling | P43116 | EP2-expressing cells, cAMP HTRF FRET, PGE2 co-stimulation | induction, % at 25 µM | hit rate 0.83% among 260,000 | AID 940;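 active means compounds whose cAMP rise, as percent of the full-agonist control response, exceeds 60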;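 further: rat C6 glioma line stably carrying human EP2 under a CMV promoter; the protocol text gives 20 µM as final concentration; 100% = response of wells given 1 µM PGE2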
# TRPN1 ag – zebrafish TRPN1 (NompC) channel agonism. hit rate 0.18% among 220,000. HEK293 zebrafish TRPN1-YFP, Fluo-8 calcium fluorescence; 100% = response to 87 µM carbachol. activation, % at 3 µM. AID 1424;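 active means activation above its plate's cutoff, the mean activation of test wells on that plate plus 3 SD, cut at about 19% in these data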;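 further: 0% = DMSO alone and 100% = 87 µM carbachol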
#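 Material: zebrafish TRPN1-YFP in HEK293 cells. Doses: one dose of 3 µM, 0.3% DMSO. Incubation: dye 1 h 37 °C plus 30 min RT. Measured by: intracellular calcium fluorescence with Fluo-8.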
# BaF3 tox – reduces parental Ba/F3 cell viability, JAK2V617F counter-screen; CellTiter-Glo ATP luminescence; inhibition, % at 5.6 µM; hit rate 1.1% among 220,000; AID 1486;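 active means inhibition above a per-campaign cutoff, the mean inhibition of all tested compounds plus 3 SD, cut at about 27% in these data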;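 further: 0% = DMSO wells and 100% = JAK Inhibitor I control wells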
# Ba/F3 V617F tox – lowers viability of Ba/F3 cells expressing EpoR and JAK2V617F. ATP luminescence. inhibition, % at 5.6 µM. hit rate 1.1% among 220,000;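 active means inhibition above the campaign mean plus 3 SD over all tested compounds, cut at about 24% in these data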;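 further: cytokine-independent growth of Ba/F3 cells driven by EpoR plus mutant JAK2; 0% = DMSO-treated cells and 100% = JAK inhibitor I control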
# S1P4 ag – activates the human S1P4 receptor; O95977; S1P4-expressing cell line, agonist reporter assay; activation, % at 4.98 µM; hit rate 0.35% among 220,000; AID 1509; in the data active means activation above about 11%;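 further: 0% = DMSO vehicle and 100% = reference agonist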
# PERK inhibitor – blocks human PERK kinase. inhibition, % at 5.6 µM. hit rate 0.17% among 220,000. AID 1416. CHO PERK-DD fusion, SEAP luminescence translation reporter. Q9NZJ5;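 active means inhibition above the mean inhibition of all tested compounds plus 3 SD, set separately per screening campaign, cut at about 2.9% in these data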;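 further: PERK kinase domain activated by AP20187 dimerizer at 100 nM; 0% = DMSO with dimerizer and 100% = rapamycin at 8.4 µM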
# Target sequence (Q9NZJ5 whole entry, looked up, the tested form may be a part): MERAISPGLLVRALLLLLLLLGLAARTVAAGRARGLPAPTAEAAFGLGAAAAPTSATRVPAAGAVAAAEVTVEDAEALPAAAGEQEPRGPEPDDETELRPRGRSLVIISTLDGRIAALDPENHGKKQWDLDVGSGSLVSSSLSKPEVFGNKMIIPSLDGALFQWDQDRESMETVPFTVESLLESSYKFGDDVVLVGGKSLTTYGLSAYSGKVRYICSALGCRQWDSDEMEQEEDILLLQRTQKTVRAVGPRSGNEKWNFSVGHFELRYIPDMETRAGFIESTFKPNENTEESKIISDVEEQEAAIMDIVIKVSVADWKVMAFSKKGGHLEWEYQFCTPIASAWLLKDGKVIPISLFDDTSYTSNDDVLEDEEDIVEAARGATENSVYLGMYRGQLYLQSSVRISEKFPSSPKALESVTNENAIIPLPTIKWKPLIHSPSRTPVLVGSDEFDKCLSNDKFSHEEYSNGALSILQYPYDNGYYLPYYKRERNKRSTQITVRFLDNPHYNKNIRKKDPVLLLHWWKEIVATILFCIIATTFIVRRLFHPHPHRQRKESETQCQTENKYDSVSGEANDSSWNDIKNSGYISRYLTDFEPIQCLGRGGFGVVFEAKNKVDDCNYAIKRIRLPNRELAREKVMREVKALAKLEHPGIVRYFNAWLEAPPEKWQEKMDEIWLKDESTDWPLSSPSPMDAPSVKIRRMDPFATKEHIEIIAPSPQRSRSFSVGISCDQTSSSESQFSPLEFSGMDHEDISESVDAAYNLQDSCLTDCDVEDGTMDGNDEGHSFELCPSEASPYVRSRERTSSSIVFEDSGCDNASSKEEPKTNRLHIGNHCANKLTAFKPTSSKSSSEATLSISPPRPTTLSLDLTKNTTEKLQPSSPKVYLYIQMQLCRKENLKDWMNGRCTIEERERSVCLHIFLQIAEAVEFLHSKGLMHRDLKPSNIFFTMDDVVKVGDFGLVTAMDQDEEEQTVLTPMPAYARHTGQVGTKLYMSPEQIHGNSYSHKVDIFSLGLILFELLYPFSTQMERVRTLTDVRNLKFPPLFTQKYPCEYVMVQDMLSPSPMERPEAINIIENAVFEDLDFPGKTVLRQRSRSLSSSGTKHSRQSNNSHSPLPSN
# S1P4 antagonist – human S1P4 receptor antagonism | hit rate 0.26% among 220,000 | S1P4-expressing cells, antagonist mode, reporter read-out | inhibition, % at 4.98 µM | O95977; in the data active means inhibition above about 29%;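 further: 0% = wells stimulated with agonist and 100% = vehicle wells without agonist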
# m-calpain inh – inhibitors of pig calpain II. hit rate 0.37% among 220,000. purified calpain II, fluorogenic peptide substrate, 30 min. inhibition, % at 16 µM;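 active means inhibition above about 50%, limit read from the data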
# Active calls of the source: *; i = inactive; . = not tested or not shown.
SMILES,TRPML3 agonist,EP2 modulator,TRPN1 ag,BaF3 tox,Ba/F3 V617F tox,S1P4 ag,PERK inhibitor,S1P4 antagonist,m-calpain inh
Cc1ccc(S(=O)(=O)NCCC2(C(C)C)CCOC(C)(C)C2)cc1 (centres undefined),-0.8,11,2.1,7,2,0.5,-0.8,-8,23
COCCNc1nc(CSc2ccccc2)nc2sc(C)c(C)c12,-0.6,17,-1.1,1,-1,1.4,-0.6,-2,5
COc1ccc(N2C(=O)CCC(C(=O)O)C2c2ccccc2OC)cc1 (centres undefined),0.7,-10,2.4,-5,0,-1.2,0.4,0,6
COc1ccc(OC)c(S(=O)(=O)NCCc2ccccc2)c1,-1.1,40,-1.5,2,1,0.5,1.4,-3,23
Cc1sc2ncnc(SC(C)C#N)c2c1C (centres undefined),-1.1,4,-2.1,1,-3,0.3,0.5,-13,-19
COc1ccc(-c2cc3nc4n(c(=O)c3s2)CCC4)cc1,0.3,-5,-0.1,5,2,0.6,-0.9,-4,i
C=CCc1ccc(OCCCCOc2ccc(C(=O)O)cc2)c(OC)c1,0.9,57,-0.4,5,1,0.2,0.1,-3,-7
S=c1[nH]nc(-c2ccccc2)n1CC1CCCO1 (centres undefined),-0.4,8,0.0,7,3,-3.6,1.4,-19,-13
NC(=O)COC(=O)CSc1cccc2cccc(Cl)c12,0.7,47,0.3,4,-1,1.3,-0.3,-17,-24
Cc1ccc(CN2CCN(/N=C/c3cccn3C)CC2)c(C)c1,0.7,-84,0.9,4,-1,1.5,-0.1,-13,31
O=C(Oc1ccccc1)c1cccc(COC(=O)c2cnccn2)c1,-0.4,-4,0.5,1,1,-0.8,1.0,-4,-17
Cc1onc(-c2ccccc2)c1C(=O)Nc1nnc(N(C)Cc2ccccc2)s1,-0.5,-4,0.2,7,2,-2.8,-1.1,8,-49
O=C1NC2(CCCC2)N=C1c1ccc(F)cc1,0.3,17,-0.6,2,-6,-3.2,-0.5,5,27
COCCn1c(=O)[nH]c(=O)c2cc(C(=O)c3cc(OC)ccc3O)cnc21,-0.6,12,-0.7,4,1,1.4,-0.2,-24,-28
Cc1ccc(-c2nnc(SCC(=O)Nc3sc(C)c(C)c3C#N)n2C)cc1,-0.2,21,0.4,2,-3,-2.8,-0.2,-5,20
Cc1ccc(S(=O)(=O)N2CCOCC2)cc1C(=O)NC(=S)N1CC(C)CC(C)C1 (centres undefined),-0.3,-6,-0.7,-7,2,-0.6,-2.1,-5,1
CC(C)(C)c1ccc(NC(=O)c2ccsc2)cc1,-0.1,-63,-0.1,-2,4,-0.2,0.8,6,-8
Cc1ccccc1Nc1nc(N)nc(COC(=O)c2cccc(S(=O)(=O)N(C)C)c2)n1,1.4,5,4.2,6,3,0.6,-0.5,-21,16
O=C(O)C1CCCCC1C(=O)NCCc1cccc(Cl)c1 (centres undefined),0.2,25,1.8,3,-2,1.2,1.6,-13,-4
CCN(CC)S(=O)(=O)c1ccc2c(c1)N(CC(=O)Nc1cccnc1Cl)C(=O)CO2,0.1,22,1.8,7,0,0.4,0.5,-29,-21
Cc1nn(-c2ccc([N+](=O)[O-])cc2)c2c1C(c1cccc(Br)c1)N1C(=N2)C(=O)Nc2ccccc21 (centres undefined),-0.1,-5,-1.5,4,2,-0.3,0.0,-17,-14
COc1cccc(NS(=O)(=O)c2ccc3c(c2)CCCN3C(C)=O)c1,1.1,0,4.2,9,3,1.1,-1.0,-29,-55
CCOc1cc(N2CCOCC2)c(OCC)cc1NC(=O)Cc1ccc(OC)c(OC)c1,0.3,1,1.4,3,1,2.5,0.1,-19,-20
O=C(NCCc1nc2ccccc2[nH]1)/C(=C/c1ccco1)NC(=O)c1ccc(Br)o1,-0.2,2,0.4,8,-2,4.1,0.4,-5,3
CCCC(=O)Nc1ccc2c(c1)nc1n2CCOC1,-0.4,-11,-1.4,4,2,3.6,0.7,-19,-48
# Next part.
SMILES,TRPML3 agonist,EP2 modulator,TRPN1 ag,BaF3 tox,Ba/F3 V617F tox,S1P4 ag,PERK inhibitor,S1P4 antagonist,m-calpain inh
CCOC(=O)CCN(Cc1sccc1C)S(=O)(=O)c1ccc(F)cc1,0.6,81*,-1.4,5,1,-0.1,-1.2,14,36
CCOC(=O)c1[nH]c2cc3c(cc2c1NC(=O)CN1CCc2ccccc2C1)OCO3,-0.2,.,-0.2,7,5,0.7,-0.2,1,.
O=C(NC(=S)Nc1ccccc1[N+](=O)[O-])c1ccccc1Cl,-0.1,-12,0.4,3,-5,10,-0.1,1,8
COc1ccc(C2C(C#N)=C(N)N(c3sc4c(c3C#N)CCCC4)C3=C2C(=O)CC(C)(C)C3)cc1 (centres undefined),0.3,-18,-0.6,0,-5,-2.2,0.5,-31,-5
COc1ccc(CN(CC(=O)NCc2ccccc2)C(=O)c2csnn2)cc1,-0.3,-14,0.4,-1,-3,4.8,0.2,-5,17
COC(=O)c1c(NC(=O)C2(C)Cc3ccccc3C(=O)O2)sc2c1CCCC2 (centres undefined),1.2,9,-0.1,1,-3,-0.5,-0.6,3,-1
O=C(Nc1cccc(S(=O)(=O)Nc2ccccc2Cl)c1)c1ccc(Cl)nc1,2.8,-20,7.4,14,8,1.1,0.0,-9,15
CCOC(=O)/C(C)=N/Nc1nc(-c2ccc(NC(C)=O)cc2)cs1,1.1,-38,2.5,5,-1,-0.2,-1.1,3,17
CN(C)CCCN(C(=O)/C=C/c1cccs1)c1nc2ccc(F)cc2s1,1.7,-51,1.8,13,6,-3.4,0.9,19,-31
Cc1ccc(C)c(C(=O)CSc2n[nH]c(-c3ccncc3)n2)c1,0.8,12,0.5,1,0,0.9,0.3,0,12
CCC(NS(=O)(=O)c1cnn(CC)c1)c1ccccc1 (centres undefined),-0.6,-8,-1.4,3,-3,-2.8,-0.1,-20,26
O=C(c1ccc([N+](=O)[O-])cc1[N+](=O)[O-])n1cnc2ccccc21,0.3,-44,0.8,8,1,5.6,0.4,10,3
CC(NC(=O)C1CCCN(S(=O)(=O)c2cccs2)C1)c1ccccc1 (centres undefined),-0.7,13,-0.8,0,-3,2.0,0.0,-12,12
COc1ccccc1NC(=O)Nc1ccnn1Cc1cccs1,0.6,-9,0.9,3,-2,-1.3,0.6,-1,1
COc1ccc(CCN(C)Cc2ccc(OCc3ccccc3)c(OC)c2)cc1OC,0.4,-3,4.9,8,4,-2.4,-1.6,-12,16
CCCNC(=O)N1CCN(c2nc(C(C)C)c3c(c2C#N)CC(C)(C)OC3)CC1,-0.5,33,-0.8,4,1,-1.8,-1.2,-21,-8
O/N=C/c1cc(Br)cc(Br)c1OCc1ccccc1,0.3,-2,-0.7,5,-3,-0.9,0.6,9,43
COc1ccc(S(=O)(=O)Nc2ccccc2C(N)=O)cc1OC,1.0,3,-0.7,6,3,-0.7,-0.6,-10,-102
Nc1c(N2CCCCC2)c(=O)[nH]c(=O)n1-c1ccccc1,0.5,13,0.3,2,-4,-0.9,1.0,-4,-31
COC(=O)c1ccccc1Sc1ncnc2onc(C)c12,0.3,7,0.5,5,4,0.0,-0.3,-3,-8
CCOC(=O)N1CCN(CC(=O)Nc2cc(C)nn2-c2nc3ccccc3s2)CC1,0.6,32,0.3,5,0,-0.6,-1.4,-3,-9
Cn1ccnc1SCC(=O)Nc1ccc(Cl)cn1,0.5,-24,0.0,-1,-6,1.4,2.1,4,10
CCOC(=O)c1cc(C#N)c(SC)nc1-c1ccccc1,-0.6,23,-2.2,-1,-5,-1.3,0.9,0,-2
CCOC(=O)N1CCC(=NNC(=O)COc2ccc(C#N)cc2)CC1,0.4,7,-0.4,2,-3,0.0,0.3,-16,-16
CN(C)c1ccc(/C=N/NC(=O)CN(c2cccc(Cl)c2)S(C)(=O)=O)cc1Br,-0.5,-20,-0.4,2,-1,0.6,-1.4,-20,9

# One compound at a time (already shown). Values in the order: TRPML3 agonist, EP2 modulator, TRPN1 ag, BaF3 tox, Ba/F3 V617F tox, S1P4 ag, PERK inhibitor, S1P4 antagonist, m-calpain inh
# CCOC(=O)N1CCC(=NNC(=O)COc2ccc(C#N)cc2)CC1 is entered as 0.4, 7, -0.4, 2, -3, 0.0, 0.3, -16, -16
# COc1ccc(C2C(C#N)=C(N)N(c3sc4c(c3C#N)CCCC4)C3=C2C(=O)CC(C)(C)C3)cc1 (centres undefined) is entered as 0.3, -18, -0.6, 0, -5, -2.2, 0.5, -31, -5

# Of the compounds above, these contain a cyano group.
SMILES,TRPML3 agonist,EP2 modulator,TRPN1 ag,BaF3 tox,Ba/F3 V617F tox,S1P4 ag,PERK inhibitor,S1P4 antagonist,m-calpain inh
Cc1sc2ncnc(SC(C)C#N)c2c1C (centres undefined),-1.1,4,-2.1,1,-3,0.3,0.5,-13,-19
Cc1ccc(-c2nnc(SCC(=O)Nc3sc(C)c(C)c3C#N)n2C)cc1,-0.2,21,0.4,2,-3,-2.8,-0.2,-5,20
COc1ccc(C2C(C#N)=C(N)N(c3sc4c(c3C#N)CCCC4)C3=C2C(=O)CC(C)(C)C3)cc1 (centres undefined),0.3,-18,-0.6,0,-5,-2.2,0.5,-31,-5
CCCNC(=O)N1CCN(c2nc(C(C)C)c3c(c2C#N)CC(C)(C)OC3)CC1,-0.5,33,-0.8,4,1,-1.8,-1.2,-21,-8
CCOC(=O)c1cc(C#N)c(SC)nc1-c1ccccc1,-0.6,23,-2.2,-1,-5,-1.3,0.9,0,-2
CCOC(=O)N1CCC(=NNC(=O)COc2ccc(C#N)cc2)CC1,0.4,7,-0.4,2,-3,0.0,0.3,-16,-16

# New compounds follow.
SMILES,TRPML3 agonist,EP2 modulator,TRPN1 ag,BaF3 tox,Ba/F3 V617F tox,S1P4 ag,PERK inhibitor,S1P4 antagonist,m-calpain inh
Cc1ccc(C2C(C#N)=C(N)Oc3n[nH]c(-c4cccnc4)c32)o1 (centres undefined),1.1,-10,-0.1,5,0,1.3,0.2,-7,-17
CC(C)C(=O)Nc1ccc(C(=O)Nc2nnc(C(C)(C)C)s2)cc1,1.3,-9,3.5,3,0,0.4,-0.1,-6,-2
CCCOC(=O)Cn1c(=O)c2cc3c(=O)n(CC(=O)OCCC)c(=O)c3cc2c1=O,0.6,25,0.5,-2,-5,0.1,1.2,-9,-7
COc1cc(NS(C)(=O)=O)c(OC)cc1NC(=O)c1cccc(F)c1,0.3,-1,1.3,3,0,0.4,0.2,10,14
Brc1ccc2oc(-c3ccn[nH]3)cc2c1,0.6,-45,0.0,2,0,0.9,0.4,0,-12
O=C(Nc1ccc(Br)cc1F)c1sccc1-n1cccc1,-0.2,27,-0.7,3,-1,-0.7,-0.7,9,-18
O=C(Cn1nc(C(F)(F)F)c2c1CCCC2)Nc1ccc2c(c1)OCO2,-0.1,-2,-0.2,2,-1,-0.1,-0.8,6,2

# A few values from the list:
# `C=CCc1ccc(OCCCCOc2ccc(C(=O)O)cc2)c(OC)c1` | EP2 modulator: 57
# `O=C1NC2(CCCC2)N=C1c1ccc(F)cc1` | S1P4 antagonist: 5
# `Cc1ccc(S(=O)(=O)NCCC2(C(C)C)CCOC(C)(C)C2)cc1` (centres undefined) | S1P4 ag: 0.5
# `CCCOC(=O)Cn1c(=O)c2cc3c(=O)n(CC(=O)OCCC)c(=O)c3cc2c1=O` | EP2 modulator: 25

# Source: PubChem
